a7 integrin act: integrin-mediated muscular dystrophy alleviation activation; alpha7betagal myoblasts, beta-gal FDG fluorescence, 48 h; Potency, µM (series often up to 38.3 µM), inactives show at the highest dose activation, usual class: activators; hit rate 0.064% among 350,000; AID 624291;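 further: potency means the concentration at half of the fitted maximal effect; 100% = response of the positive control SU9516; nearly all actives have a fitted effect of over 60% in size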
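alpha7betagal+/- myoblasts (passage 13, 250/well) treated 48 h at 37C with compounds at 1:260 dilution of DMSO stock. Lysed, then beta-galactosidase activity read as FDG fluorescence (ex 480/em 540) after 30 min, with pre-read for autofluorescence.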
A-T KAP1 phos: potential ataxia-telangiectasia treatments restoring KAP-1 phosphorylation. […] A-T fibroblasts, KAP-1 phosphorylation AlphaLISA; neocarzinostatin DNA damage 30 min before lysis. Potency, µM (highest dose often 57.5 µM), for inactives: top-dose activation, hits mostly activators. hit rate 0.19% among 320,000; further: potency means the concentration at half of the fitted maximal effect; % of control where 0% means no effect; nearly all actives have a fitted effect of over 45% in size
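hTERT-immortalized A-T patient fibroblasts ([…]), 500 cells/well in OPTI-MEM, 1% FBS, got compounds for 60 min, then NCS for 30 min at 37C. Lysates were then assayed for phospho-KAP-1 by AlphaLISA (anti-pKAP1 donor, anti-KAP1 acceptor beads), 6 hr at 25C.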
Mito fusion act: blocks mitochondrial division or promotes mitochondrial fusion; S. cerevisiae fusion-defective mutant growth rescue, CellTiterGlo 48 h; AID 485298; hit rate 0.23% among 320,000; Potency, µM (top dose mostly 46.1 µM), for the others: at the highest dose growth rescue (activation), most hits filed as activators;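 further: potency means the concentration at half of the fitted maximal effect; % of control where 0% means no effect; nearly all actives have a fitted effect of over 45% in size; temperature-sensitive fusion mutants such as fzo1-1 at 37 °C on non-fermentable ethanol glycerol medium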
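Temperature-sensitive fusion-defective S. cerevisiae (e.g. fzo1-1, mgm1-5) were grown with compound in YPEG medium (3% ethanol, 3% glycerol) for 48 hours at 37C. Growth rescue was measured as viability by CellTiterGlo luminescence after 10 minutes at ambient.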
Eya2 phos inh: inhibitors of human Eya2 phosphatase activity. hit rate 0.006% among 330,000. recombinant Eya2, OMFP fluorescence dephosphorylation (OMFP is methylfluorescein phosphate). O00167. AID 488837. Potency, µM (series often up to 76.9 µM), without a hit: top-dose activity, negative = inhibition, hits mostly inhibitors; further: potency means the concentration at half of the fitted maximal effect; on the % scale 0 is the no-effect control and ±100 the full control effect
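Eya2 (0.2 uM) preincubated 10 min at ambient with compound, then OMFP substrate added at 50 uM; 10 min reaction in 50 mM HEPES pH 7.5, 50 mM NaCl, 5 uM MgCl2, 0.05% BSA, 1 mM DTT. Fluorescence read at Ex 485/Em 525 nm.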
ELG1 repair inh: inhibitors of ELG1-dependent DNA repair in HEK293T cells | hit rate 2.3% among 330,000 | HEK293T ELG1-luciferase reporter, luminescence, 16 h; DNA damage induced by 5-fluorouridine | Potency, µM (doses to about 46.1 µM), inactives show top-dose activity change, negative = inhibition, most hits filed as inhibitors; further: potency means the concentration at half of the fitted maximal effect; on the % scale 0 is the no-effect control and ±100 the full control effect; nearly all actives have a fitted effect of over 55% in size
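Step one: seed 2,000 cells per well. Step two: pin-transfer compound or DMSO alongside 5-fluorouridine. Step three: incubate 16 hr, 37 °C, 5% CO2. Step four: add ONE-Glo, wait 30 min, read luminescence.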
PTAP TSG101 blk: blocks PTAP/TSG101 interaction to inhibit HIV-1 budding | 340,000 tested, under 10 active | Potency, µM (titrated, usually from 115 µM), without a hit: at the top dose activity change, negative = inhibition, most hits filed as inhibitors | Fluorescence polarization, FITC-PTAP peptide / Tsg101 binding | AID 493005 | Q99816; active means well fitted inhibition curve with a large enough effect in the main read-out, with a control signal flat, not every such curve was filed as active; inconclusive means small, poorly fitted or top-dose-only effect, or effect the other way, or a change in a side signal; inactive means no such curve, though single readings can be large or run the other way; further: potency means the concentration at half of the fitted maximal effect; % of control where 0% means no effect
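Fluorescence anisotropy tracks displacement of a FITC-tagged PTAP peptide (50 nM) from the Tsg101 binding domain (10 uM), following a 20 min room-temperature incubation at pH 7.5.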
BCR signal inh: chronic active BCR signaling inhibition; hit rate 0.05% among 340,000; AID 493014; Potency, µM (titrated, usually from 46.1 µM), inactives show at the top dose ratio change, negative = lower green/red ratio, hits mostly inhibitors; ABC-DLBCL IkBa-CBG/CBR reporter, luminescence ratio, 4 h; active means well fitted inhibition curve with a large enough effect in the signal ratio, with a control signal flat, not every such curve was filed as active; inconclusive means small, poorly fitted or top-dose-only effect, or effect the other way, or a change in a side signal; the % refers to the signal ratio;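 further: potency means the concentration at half of the fitted maximal effect; plate controls were basal doxycycline-induced cells for no effect and cells given 10 µM MG132 for full effect; MG132 reads +100%, hits lower the ratio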
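TMD8 human ABC-DLBCL cells with doxycycline-inducible IκBα–green luciferase fusion and unfused red luciferase, in 0.5% FBS medium; compounds up to 46 uM, 4 h at 37C. Green/red luminescence ratio, filter-overlap corrected, fitted to concentration-response curves.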
TCR act: activates T cell receptor signaling; Potency, µM (highest dose often 9.22 µM), for the others: at the top dose activation of IL-2 secretion, actives largely listed as activators; 330,000 tested, under 10 active; primary human leukocytes, anti-CD3, IL-2 HTRF, 48 h; further: % of control where 0% means no effect
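IL-2 release read by HTRF sandwich (Eu cryptate donor, d2 acceptor, 665 nm emission) after 48 hr exposure of primary human leukocytes to compound together with anti-CD3 beads in the absence of co-stimulatory signals.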
TSHR antag: blocks TSH signaling through the human TSH receptor; P16473; TSHR-expressing cells, TSH-stimulated cAMP HTRF, 2 h; hits give low values; activity change, negative = inhibition, % at 11.5 µM; hit rate 0.2% among 330,000;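 active means activity change below a set negative limit, meaning inhibition stronger than a set level, cut at about -70% in these data; inconclusive means activity change between two set negative limits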; further: on the % scale 0 is the no-effect control and ±100 the full control effect
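TSHR-expressing cells were treated with compounds, then stimulated with TSH at EC80 (4nM final) for 2 hours at 37 deg C. Cellular cAMP was measured by HTRF competition between lysate cAMP and cAMP-d2 for a cryptate-labelled anti-cAMP antibody.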
S-ASM inh: human S-ASM enzyme inhibition | AID 504937 | placental ASM, HMU-PC fluorogenic substrate, 60 min | P17405 | hit rate 0.006% among 340,000 | Potency, µM (doses to about 57.5 µM), inactives show top-dose activity change, negative = inhibition, most hits filed as inhibitors; further: potency means the concentration at half of the fitted maximal effect
Target sequence (P17405 47-631 limits assumed): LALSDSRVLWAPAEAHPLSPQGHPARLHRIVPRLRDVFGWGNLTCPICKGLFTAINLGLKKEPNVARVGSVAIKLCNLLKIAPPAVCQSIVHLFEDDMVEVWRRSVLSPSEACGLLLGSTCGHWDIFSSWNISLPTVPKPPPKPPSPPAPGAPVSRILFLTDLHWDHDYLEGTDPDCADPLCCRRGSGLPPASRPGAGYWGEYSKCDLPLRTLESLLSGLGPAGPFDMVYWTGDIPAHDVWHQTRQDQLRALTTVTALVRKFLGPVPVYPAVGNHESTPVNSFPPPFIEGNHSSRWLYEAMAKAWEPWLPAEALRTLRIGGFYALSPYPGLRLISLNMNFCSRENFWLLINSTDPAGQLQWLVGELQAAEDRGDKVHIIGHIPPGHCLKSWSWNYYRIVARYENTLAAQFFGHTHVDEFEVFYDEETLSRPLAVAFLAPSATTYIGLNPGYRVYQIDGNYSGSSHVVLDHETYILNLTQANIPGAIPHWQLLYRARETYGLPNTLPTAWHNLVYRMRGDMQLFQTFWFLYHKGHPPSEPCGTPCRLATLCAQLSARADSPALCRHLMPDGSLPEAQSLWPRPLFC
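qHTS format. ASM enzyme prepared from human placenta hydrolyses the fluorogenic substrate HMU-PC0 (9 uM final) over 60 min at 37 °C after a 10 min compound preincubation.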
Tb PFK inh: blocks T. brucei phosphofructokinase; hit rate 0.17% among 330,000; Potency, µM (doses to about 57.5 µM), for the others: at the top dose activity, negative = inhibition, actives largely listed as inhibitors; T. brucei PFK, ADP-Glo luminescence; AID 485367;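 further: potency means the concentration at half of the fitted maximal effect; 0% = uninhibited 1x PFK enzyme wells and -100% = no-enzyme wells; nearly all actives have a fitted effect of over 60% in size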
Target sequence (O15648 whole entry, looked up): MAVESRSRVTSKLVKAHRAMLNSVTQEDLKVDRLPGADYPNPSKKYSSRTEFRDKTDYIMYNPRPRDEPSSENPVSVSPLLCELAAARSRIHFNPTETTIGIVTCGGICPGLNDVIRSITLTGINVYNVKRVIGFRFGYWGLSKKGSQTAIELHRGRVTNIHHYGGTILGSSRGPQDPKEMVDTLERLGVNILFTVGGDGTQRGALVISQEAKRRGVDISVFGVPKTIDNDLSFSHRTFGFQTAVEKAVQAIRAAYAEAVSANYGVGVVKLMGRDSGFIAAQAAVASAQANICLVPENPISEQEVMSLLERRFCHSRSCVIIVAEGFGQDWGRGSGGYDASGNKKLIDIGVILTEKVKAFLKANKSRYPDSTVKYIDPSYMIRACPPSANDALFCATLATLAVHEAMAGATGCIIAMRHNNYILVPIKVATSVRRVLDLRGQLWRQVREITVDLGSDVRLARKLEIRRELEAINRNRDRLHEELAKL
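1.25 nM PFK with 0.5 mM F6P and 0.1 mM ATP in 0.1 M TEA pH 8.0, 5 mM MgCl2, incubated 45 min at room temperature; ADP measured by ADP-Glo luminescence; compounds titrated up to 57 uM.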
Active calls of the source: *; ? = inconclusive; nt = no result given; [ ] = remark or other dose. Unless noted, the call rests on the fitted dose curve; in most records, active means well fitted curve in the direction sought with a large enough effect; inconclusive means small, poorly fitted or top-dose-only effect, or another doubt; inactive means no such curve, though single readings can be large; an effect the other way counts as inactive or inconclusive.

SMILES	a7 integrin act	A-T KAP1 phos	Mito fusion act	Eya2 phos inh	ELG1 repair inh	PTAP TSG101 blk	BCR signal inh	TCR act	TSHR antag	S-ASM inh	Tb PFK inh
Cc1nnc(SCCC(C)C)[nH]c1=O	-16.1%	2.5%	4.7%	16.5%	7.7%	-13.9%	?	-0.6%	-4.5	0.7%	2.7%
O=C(N/N=C/c1ccc2nccnc2c1)c1cccc([N+](=O)[O-])c1	8.1%	-0.9%	12.3%	-3.2%	7.6%	0.5%	0.1%	-7.4%	2.7	-0.3%	-5.1%
COc1ccc(C(=O)OCC(=O)NCCc2ccc(F)cc2)cc1S(=O)(=O)N1CCOCC1	3.3%	26.4%	nt	5.7%	?	-0.3%	-2.0%	-2.6%	2.1	1.1%	0.0%
Fc1cccc(CSc2ccc(-c3ccco3)nn2)c1	-7.5%	0.7%	5.0%	-9.6%	?	-3.7%	?	-6.8%[46.1 µM]	-7.3	-1.8%	3.5%
O=C(NCc1ccco1)C1CCCN1C(=O)Nc1ccccc1 (stereo not given)	-15.0%	-1.5%	-0.9%	8.0%	12.4%	-6.7%	-1.6%	5.7%	-6.1	3.1%	-0.3%
Cc1cc(OCc2cc(C(=O)N(C)C3CCOCC3)no2)cc(C)c1Cl	?	5.9%	-0.5%	-18.9%	?	nt	?	-3.9%	-8.2	-1.0%	0.0%
Cc1ccc(C)c(N2N=C(C(=O)Nc3ccccc3N3CCOCC3)CCC2=O)c1	15.8%	0.6%	9.8%	-15.6%	14.6µM*	-4.1%	1.8%	8.7%	-16.5	-1.6%	0.7%
Fc1cccc(CCN2CCNC[C@@H]2c2ccccc2)c1	-7.9%	5.3%	-2.8%	-11.4%	13.0%	-1.1%	0.6%	4.7%	11.5	-3.3%	-11.5%
CCC(=O)N1CCN(c2ccc(Cl)cc2NC(=O)Cc2ccccc2)CC1	-31.0%	-0.1%	-4.7%	17.4%	-11.1%	-0.4%	0.3%	-3.9%	2.2	-1.2%	0.7%
CCCCCOC(=O)C1=C(C)Nc2nnnn2C1c1ccc(OC)c(OC)c1OC (stereo not given)	10.8%	-0.9%	3.0%	-12.1%	-10.9%	-6.9%	0.5%	-1.4%	-4.6	31.3%[activator]	-22.3%
COc1ccc(C(=O)OCC(=O)NCc2ccc3c(c2)OCO3)cc1[N+](=O)[O-]	-17.6%	1.0%	-5.9%	-8.0%	1.5%	0.0%	-16.8%	5.3%[46.1 µM]	-4.7	0.3%	3.1%
COc1ccc(C2=NOC(Cn3nc(-c4ccccc4C)cc3C(=O)O)C2)cc1 (stereo not given)	-1.4%	-6.1%	-10.3%	-13.2%	20.0%	-2.7%	-2.4%	3.7%	6.5	0.0%	-1.0%
COc1ccccc1CNC(=O)CN1CCC(NC(=O)c2ccccc2F)CC1	-4.6%	-7.6%	-0.2%	-23.3%	1.7%	-6.8%	4.2%	3.3%	21.5	-0.1%	3.7%
COc1ccc(S(=O)(=O)CC(=O)c2cc3cccc(C)c3oc2=O)cc1	5.4%	11.2%	-2.1%	-3.1%	16.4%	2.2%	?	-2.0%	-17.9	12.2%	9.6%
COc1ccc(NC(=O)C2=CC(c3ccco3)=NS(=O)(=O)N2C)cc1	-5.1%	16.3%	-1.0%	6.7%	?	0.1%	-6.6%	4.5%	23.5	-8.4%	0.2%
O=C(CSc1nc(C(F)(F)F)cc(=O)[nH]1)N1CCCCCC1	11.6%	3.7%	-3.4%	2.2%	12.2%	-4.5%	10.0%	-0.4%	19.7	4.8%	-9.8%
O=C1CCC([N+](=O)[O-])C(c2ccc(Cl)cc2Cl)N1 (stereo not given)	-5.2%	-0.6%	0.3%	-11.3%	1.5%	-3.1%	-8.7%	-6.8%	7.0	-0.6%	-3.9%
CC(C(=O)N1CCCC1)N1CCN(c2ccccc2O)CC1 (stereo not given)	12.8%	5.3%	-4.9%	16.1%	-6.3%	3.2%	1.3%	nt	5.6	6.0%	7.0%
Nc1nc2n(n1)C(c1cccc(Br)c1)CC(c1ccc(F)cc1)N2 (stereo not given)	-2.8%	14.6%	-4.2%	-3.6%	3.4%	0.6%	-8.6%	-2.3%[46.1 µM]	-40.0	-0.2%	5.5%
O=C(CCn1c(=O)c2sccc2n(CC(=O)OCc2ccccc2)c1=O)NCc1ccccc1	2.4%	2.9%	-0.9%	-1.5%	?	-4.6%	6.0%	nt	-11.1	-2.5%	-0.7%
Cc1c(C(=O)O)sc2nc(CSc3ncc(C(F)(F)F)cc3Cl)[nH]c(=O)c12	-10.3%	1.6%	4.4%	-0.8%	8.9%	-2.8%	-1.8%	-2.7%	9.7	16.0%	25.3%
Cc1ccc(Nc2nc3ccccc3c(=O)[nH]2)cc1C	-2.2%	0.5%	4.4%	-1.4%	?	1.7%	20.8%	7.2%	0.0	-1.8%	2.7%
CCOC(=O)c1ccc(-n2ccnc2)c(NC(=O)c2cccc(Br)c2)c1	-20.5%	4.7%	14.6%	-6.7%	-7.6%	-0.2%	?	-3.5%[46.1 µM]	9.8	-2.6%	-11.4%
Cc1ccc(NC(=S)Nc2cc(C)on2)cc1	7.9%	4.9%	-7.3%	-6.1%	?	-4.1%	-2.1%	-5.4%	28.5	0.7%	-24.9%
Nc1nc(NC(=O)Cc2ccccc2)nn1-c1ccccc1	14.5%	5.4%	1.3%	-0.3%	4.6%	-5.8%	-8.3%	5.0%	10.0	-0.1%	0.4%

(list continues)
SMILES	a7 integrin act	A-T KAP1 phos	Mito fusion act	Eya2 phos inh	ELG1 repair inh	PTAP TSG101 blk	BCR signal inh	TCR act	TSHR antag	S-ASM inh	Tb PFK inh
COCC1CCCCN1C(=O)c1ccc(OC)c(OC2CCN(C(C)C)CC2)c1 (stereo not given)	-32.2%	0.3%	13.2%	4.1%	?	-2.4%	-0.4%	-11.2%	7.3	-15.5%	-9.3%
COc1ccc(-c2cc(C(F)(F)F)n3nc(C(=O)N4CCCCC4)cc3n2)cc1	-6.1%	1.1%	-1.2%	-9.8%	-3.8%	-10.2%	?	-2.2%	35.1	382.6%[activator]	-4.1%
CCc1ccc(N2C(=O)CC(N3CCN(Cc4ccc5c(c4)OCO5)CC3)C2=O)cc1 (stereo not given)	8.5%	2.4%	-5.7%	-5.9%	12.4%	-7.2%	-1.5%	-1.5%	-7.5	-3.0%	6.1%
CCC(C)Oc1nc2c(c(=O)n(C)c(=O)n2C)n1C (stereo not given)	0.0%	3.0%	7.4%	-1.1%	4.7%	-6.1%	?	0.7%	-5.7	1.3%	1.5%
O=C(NCc1cc([N+](=O)[O-])ccc1O)c1cc(-c2ccncc2)nc2ccccc12	18.3%	-30.0%	0.3%	-16.1%	-17.3%	-3.8%	?	9.1%	-34.4	-3.0%	4.3%
COc1ccc(-c2noc(CCC(=O)O)n2)cc1	-6.9%	?	2.3%	4.4%	?	0.0%	?	0.0%	-13.3	5.5%	-0.3%
CCN(CC)S(=O)(=O)c1ccc(NCCc2ccccn2)nc1	-0.9%	3.2%	3.5%	1.9%	7.0%	-0.6%	9.4%	-5.1%	-1.0	0.7%	3.2%
COCCCN1C(=O)c2[nH]nc(-c3cc(C)cc(C)c3O)c2C1c1ccc(O)c(OC)c1 (stereo not given)	4.6%[7.66 µM]	3.4%	-0.2%	4.2%	-21.3%	-1.0%	?	8.1%	-17.4	-7.6%	2.1%
COc1ccc(-c2csc(NC(=O)C3CCCO3)n2)cc1 (stereo not given)	2.2%	2.6%	-5.5%	3.4%	17.2%	-3.5%	0.2%	nt	6.5	3.1%	-2.4%
CCCCn1c(N)c(N(CC)C(=O)c2ccc(N3CCCC3=O)cc2)c(=O)[nH]c1=O	-4.2%	-6.3%	-11.1%	-15.8%	18.3%	-1.9%	11.9%	1.1%	23.2	5.0%	-4.2%

High-throughput results (PubChem)
